# Kir21 inh – blocks the mouse Kir2.1 inward-rectifier potassium channel; P35561; HEK293-Kir2.1, FluxOR thallium flux fluorescence; stronger effect = lower value; B-score at 10 µM; 310,000 tested, 0.85% active; AID 1672;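 active = fluorescence ratio B-score at or below minus 3 SD of library scores, with starting-brightness B-score within 2 SD, cut at about -4.2 in these data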;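 note: channel flux triggered by added potassium and thallium sulfate stimulus; B-score of peak minus minimum fluorescence over baseline after thallium stimulus; more negative B-score means stronger Kir2.1 block with less thallium influx; some compounds called inactive have numbers as strong as hits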
# Target sequence (P35561 whole entry, looked up): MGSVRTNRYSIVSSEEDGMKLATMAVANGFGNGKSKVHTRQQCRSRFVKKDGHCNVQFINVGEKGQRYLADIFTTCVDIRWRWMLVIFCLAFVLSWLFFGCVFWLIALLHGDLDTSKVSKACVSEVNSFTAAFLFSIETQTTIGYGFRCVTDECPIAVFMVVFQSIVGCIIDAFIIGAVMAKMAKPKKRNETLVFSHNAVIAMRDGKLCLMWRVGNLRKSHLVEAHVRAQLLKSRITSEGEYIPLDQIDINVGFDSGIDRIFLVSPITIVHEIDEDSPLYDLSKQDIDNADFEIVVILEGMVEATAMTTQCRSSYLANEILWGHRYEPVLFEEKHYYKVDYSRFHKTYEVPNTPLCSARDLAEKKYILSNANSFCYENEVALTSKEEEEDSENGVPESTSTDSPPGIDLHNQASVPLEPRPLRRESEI
# STK33 inh – blocks human STK33 kinase activity; Q9BYT3; purified STK33, MBP phosphorylation, ADP-Glo luminescence; inhibition, % at 10 µM; 320,000 tested, 0.073% active; AID 2661;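 active = inhibition at or above 25%, using the most active replicate where run in duplicate; inactive = inhibition below 25%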
# * = called active by the depositor; / = not tested or not shown; & = joins results of further samples. Only part of the results is shown; rates above refer to the full screens.
[1] O=C(NCCN1CCOCC1)c1ccc(Cl)cc1
  Kir21 inh = 3.29	STK33 inh = -0.8
[2] C[C@H]1c2cccc(O)c2C(O)=C2C(=O)[C@]3(O)C(O)=C(C(N)=O)C(=O)[C@@H](N(C)C)[C@@H]3[C@@H](O)[C@@H]21
  Kir21 inh = -0.99	STK33 inh = 0.1
[3] C/C=C(/C)C(=O)O[C@@H]1c2cc3c(c4c2[C@@]2(CO4)C(=O)C(OC)=C(OC)C=C2C[C@@H](C)[C@H]1C)OCO3
  Kir21 inh = -2	STK33 inh = -0.5
[4] CC(C)(C(=O)c1cccnc1)c1cccnc1
  Kir21 inh = 0.25	STK33 inh = -0.8
[5] O=c1c(O[C@@H]2O[C@H](CO)C(O)C2O)c(-c2ccc(O)c(O)c2)oc2cc(O)cc(O)c12 (some centres undefined)
  Kir21 inh = /	STK33 inh = 6.3
[6] CN1CCN(CCCN2c3ccccc3Sc3ccc(S(=O)(=O)N(C)C)cc32)CC1
  Kir21 inh = /	STK33 inh = -0.3
[7] C[C@H]1c2cccc(O)c2C(O)=C2C(=O)C3(O)C(O)=C(C(N)=O)C(=O)[C@@H](N(C)C)[C@@H]3[C@@H](O)[C@@H]21 (some centres undefined)
  Kir21 inh = /	STK33 inh = 1.1
[8] COc1cc2c(c(OC)c1OC)-c1c(cc(OC)c(OC)c1OC)C[C@H](C)[C@H](C)C2
  Kir21 inh = 0.41	STK33 inh = -0.6
[9] Cc1oncc1C(=O)Nc1ccc(C(F)(F)F)cc1
  Kir21 inh = 0.14	STK33 inh = -1.0
[10] CC(=O)O[C@@]12CO[C@@H]1C[C@H](O)[C@@]1(C)C(=O)[C@H](O)C3=C(C)[C@@H](OC(=O)[C@H](O)[C@@H](NC(=O)OC(C)(C)C)c4ccccc4)C[C@](O)([C@@H](OC(=O)c4ccccc4)[C@H]21)C3(C)C
  Kir21 inh = 0.76	STK33 inh = 0.0
[11] O=C(c1ccccc1)c1ccc2n1CCC2C(=O)O (centres undefined)
  Kir21 inh = -1.21	STK33 inh = 1.7
[12] COc1cc(C)nc(-n2nc(C)cc2OC)n1
  Kir21 inh = -1.4	STK33 inh = -1.7
[13] CN(C)CCC[C@@]1(c2ccc(F)cc2)OCc2cc(C#N)ccc21
  Kir21 inh = -2.8	STK33 inh = -0.5
[14] Oc1cc2c(cc1O)C1c3ccc(O)c(O)c3OCC1(O)C2 (centres undefined)
  Kir21 inh = /	STK33 inh = -0.4
[15] O=C1c2c(O)cccc2C(C2OC(CO)[C@@H](O)[C@H](O)[C@H]2O)c2cc(CO)cc(O)c21 (some centres undefined)
  Kir21 inh = /	STK33 inh = -1.5
[16] CCCc1cc(C(N)=S)ccn1
  Kir21 inh = 1.79	STK33 inh = -0.1
[17] CN(C)C(=N)N=C(N)N
  Kir21 inh = -0.01	STK33 inh = 0.2
[18] CCOC(=O)Nc1ccc2c(c1)N(C(=O)CCN1CCOCC1)c1ccccc1S2
  Kir21 inh = 0.7&0.9	STK33 inh = -0.4
[19] CCC(Cc1c(I)cc(I)c(N)c1I)C(=O)O (centres undefined)
  Kir21 inh = /	STK33 inh = -1.0
[20] C[C@@H]1C[C@H]2[C@@H]3C[C@H](F)C4=CC(=O)C(Cl)=C[C@]4(C)[C@@]3(F)[C@@H](O)C[C@]2(C)[C@@]1(O)C(=O)CO
  Kir21 inh = 3.02	STK33 inh = -0.1
[21] CCCCOC(=O)c1ccc(N)cc1
  Kir21 inh = 0.71	STK33 inh = 2.0
[22] COc1ccc(S(=O)(=O)Nc2nnc(CC(C)C)s2)cc1
  Kir21 inh = -0.04	STK33 inh = 0.8
[23] CN=C(N)NC(=O)Nc1c(C)cccc1C
  Kir21 inh = -2.22	STK33 inh = 0.5
[24] Cc1ccsc1/C=C/C1=NCCCN1C
  Kir21 inh = 0.78	STK33 inh = 0.1
[25] CC[C@]12CCCN3CCc4c(n(c5ccccc45)[C@@](O)(C(=O)OC)C1)[C@@H]32
  Kir21 inh = /	STK33 inh = 0.2

[26] CCCN(CCC)C(=O)C(CCC(=O)O)NC(=O)c1ccccc1 (centres undefined)
  Kir21 inh = 1.81	STK33 inh = -0.5&-1.3
[27] CN(CCOc1ccc(NS(C)(=O)=O)cc1)CCc1ccc(NS(C)(=O)=O)cc1
  Kir21 inh = -0.63	STK33 inh = -1.0
[28] OCCOCCN1CCN(C(c2ccccc2)c2ccc(Cl)cc2)CC1 (centres undefined)
  Kir21 inh = 0.72	STK33 inh = -0.5
[29] CCN(CC)S(=O)(=O)c1ccc(C(=O)O)cc1
  Kir21 inh = -0.89	STK33 inh = -2.1
[30] Nc1ncnc(Nc2ccccc2)n1
  Kir21 inh = -1.36	STK33 inh = -1.0
[31] CCOc1ccc(NC(=S)N2CCC(C(O)(c3ccccc3)c3ccccc3)CC2)cc1
  Kir21 inh = -0.39	STK33 inh = -1.5
[32] C#C[C@]1(O)CC[C@H]2[C@@H]3CCC4=CC(=O)CC[C@@H]4[C@H]3CC[C@@]21CC
  Kir21 inh = 1.84	STK33 inh = 0.4&-2.0
[33] CC1CCc2c(N3CCC(O)CC3)c(F)cc3c(=O)c(C(=O)O)cn1c23 (centres undefined)
  Kir21 inh = /	STK33 inh = -0.6
[34] COc1ccc(Sc2ccc(NC(=O)c3ccccc3Cl)cc2C#N)cc1
  Kir21 inh = 0.41	STK33 inh = -0.9
[35] CC(=O)N(CC(O)CO)c1c(I)c(C(=O)NCC(O)CO)c(I)c(C(=O)NCC(O)CO)c1I (centres undefined)
  Kir21 inh = 0.06	STK33 inh = -0.5
[36] CCC12CCCN3CCc4c(n(c5ccccc45)C(O)(C(=O)OC)C1)C32 (centres undefined)
  Kir21 inh = 1.08	STK33 inh = 2.1
[37] CN1CCN(c2c(F)cc3c(=O)c(C(=O)O)cn4c3c2SCC4)CC1
  Kir21 inh = -0.25&1.66	STK33 inh = -1.8&-1.5
[38] C[C@@H](O)CC(=O)O
  Kir21 inh = /	STK33 inh = -2.5&-0.6
[39] CN(C)CCOC(=O)C(c1ccccc1)C1(O)CCCC1 (centres undefined)
  Kir21 inh = 0.83	STK33 inh = -1.3
[40] COc1cc(C(=O)NCCCCCC(=O)O)cc(OC)c1OC
  Kir21 inh = 0.32	STK33 inh = -0.5
[41] CCN(CC)CCOC(=O)C(c1ccccc1)c1ccccc1
  Kir21 inh = 0.85	STK33 inh = -0.6
[42] CC1(C)Oc2ccc(C#N)cc2[C@@H](N2CCCC2=O)[C@@H]1O
  Kir21 inh = 1.18	STK33 inh = 0.6
[43] COc1c(O)cc2c(c1O)[C@@H]1O[C@H](CO)[C@@H](O)[C@H](O)[C@H]1OC2=O
  Kir21 inh = -1.97	STK33 inh = -2.3
[44] O=C(O)CCCCCCCC(=O)O
  Kir21 inh = 0.46	STK33 inh = -0.5

# Part of the list above, with bars between the fields.
no. | SMILES | Kir21 inh | STK33 inh
31 | CCOc1ccc(NC(=S)N2CCC(C(O)(c3ccccc3)c3ccccc3)CC2)cc1 | -0.39 | -1.5
32 | C#C[C@]1(O)CC[C@H]2[C@@H]3CCC4=CC(=O)CC[C@@H]4[C@H]3CC[C@@]21CC | 1.84 | 0.4&-2.0
33 | CC1CCc2c(N3CCC(O)CC3)c(F)cc3c(=O)c(C(=O)O)cn1c23 (centres undefined) | / | -0.6
34 | COc1ccc(Sc2ccc(NC(=O)c3ccccc3Cl)cc2C#N)cc1 | 0.41 | -0.9
35 | CC(=O)N(CC(O)CO)c1c(I)c(C(=O)NCC(O)CO)c(I)c(C(=O)NCC(O)CO)c1I (centres undefined) | 0.06 | -0.5
36 | CCC12CCCN3CCc4c(n(c5ccccc45)C(O)(C(=O)OC)C1)C32 (centres undefined) | 1.08 | 2.1
37 | CN1CCN(c2c(F)cc3c(=O)c(C(=O)O)cn4c3c2SCC4)CC1 | -0.25&1.66 | -1.8&-1.5
38 | C[C@@H](O)CC(=O)O | / | -2.5&-0.6
39 | CN(C)CCOC(=O)C(c1ccccc1)C1(O)CCCC1 (centres undefined) | 0.83 | -1.3
40 | COc1cc(C(=O)NCCCCCC(=O)O)cc(OC)c1OC | 0.32 | -0.5
41 | CCN(CC)CCOC(=O)C(c1ccccc1)c1ccccc1 | 0.85 | -0.6
42 | CC1(C)Oc2ccc(C#N)cc2[C@@H](N2CCCC2=O)[C@@H]1O | 1.18 | 0.6
43 | COc1c(O)cc2c(c1O)[C@@H]1O[C@H](CO)[C@@H](O)[C@H](O)[C@H]1OC2=O | -1.97 | -2.3
44 | O=C(O)CCCCCCCC(=O)O | 0.46 | -0.5

# Screening data as filed in PubChem.
